Bioassay records (PubChem)
IDH1 R132H inh – human IDH1 R132H inhibition; O75874; IDH1-R132H enzyme, NADPH consumption, diaphorase/resazurin fluorescence; Potency, µM (highest dose often 76.6 µM), inactives show at the top dose activity change, negative = inhibition, most hits filed as inhibitors; hit rate 0.093% among 390,000; note: potency is the fitted concentration of half-maximal effect; % is set by controls: 0 for no effect and ±100 for the full control effect; nearly all actives have a fitted effect of over 65% in size
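IDH1-R132H (0.5 ug/mL) preincubated 30 min with compound, then NADPH (0.016 mM) and alpha-KG (2 mM) added; 80 min at RT, pH 7.5. Remaining NADPH coupled via diaphorase/resazurin to fluorescence (540/590 nm); concentration-response curves normalized to no-enzyme control.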
HP1b chromo inh – inhibitors of HP1-beta chromodomain binding to methylated histone tails; P83916; AlphaScreen HP1-beta / biotin-H3K9me3 peptide binding; Potency, µM (titrated, usually from 114 µM), for the others: top-dose activity change, negative = inhibition, hits mostly inhibitors; hit rate 0.56% among 390,000; note: potency is the fitted concentration of half-maximal effect; nearly all actives have a fitted effect of over 70% in size; inactives centre near 23
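AlphaScreen: HP1-beta (50 nM) preformed 30 min with biotin-H3(1-18)K9me3 peptide (50 nM) in PBS pH 7.4, 0.01% Tween-20. Compound added for 30 min at RT, then streptavidin donor/nickel chelate acceptor beads (10 ug/mL) for 30 min.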
Tb PGK inh – inhibitors of T. brucei phosphoglycerate kinase; hit rate 0.043% among 380,000; Potency, µM (doses to about 57.5 µM), without a hit: at the top dose activity change, negative = inhibition, hits mostly inhibitors; PGK/GAPDH coupled, Kinase-Glo luminescence, 60 min; P07378; AID 602233; note: potency is the fitted concentration of half-maximal effect; % is set by controls: 0 for no effect and ±100 for the full control effect; nearly all actives have a fitted effect of over 60% in size
Target sequence (P07378 whole entry, looked up): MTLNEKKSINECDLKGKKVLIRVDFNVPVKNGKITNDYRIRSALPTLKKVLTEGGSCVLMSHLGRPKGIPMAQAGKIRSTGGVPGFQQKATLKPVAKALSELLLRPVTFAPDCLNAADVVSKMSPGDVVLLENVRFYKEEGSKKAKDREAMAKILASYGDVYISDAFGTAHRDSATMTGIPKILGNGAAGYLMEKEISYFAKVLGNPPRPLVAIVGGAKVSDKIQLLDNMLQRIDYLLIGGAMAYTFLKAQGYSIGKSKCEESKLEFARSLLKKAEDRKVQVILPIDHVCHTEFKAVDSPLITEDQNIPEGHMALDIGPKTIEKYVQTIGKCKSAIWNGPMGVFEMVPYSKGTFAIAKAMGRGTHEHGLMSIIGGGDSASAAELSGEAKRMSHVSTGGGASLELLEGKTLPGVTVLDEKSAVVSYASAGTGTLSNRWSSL
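Recombinant glycosomal PGK reaction used 1,3-bisphosphoglycerate generated in-well by GAPDH (100nM final) in 100mM TEA pH 7.6, 5mM MgCl2, 0.01% Tween-20. After 60 minutes at room temperature, ATP was read by Kinase-Glo Plus luminescence end-point.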
GLS inhibitor – blocks human kidney-isoform glutaminase activity; O94925; GLS enzymatic activity, qHTS titration; Potency, µM (top dose mostly 45.5 µM), without a hit: at the highest dose activity change, negative = inhibition, most hits filed as inhibitors; hit rate 0.21% among 410,000; AID 624170; note: potency is the fitted concentration of half-maximal effect; % is set by controls: 0 for no effect and ±100 for the full control effect
Target sequence (O94925 whole entry, looked up, canonical isoform): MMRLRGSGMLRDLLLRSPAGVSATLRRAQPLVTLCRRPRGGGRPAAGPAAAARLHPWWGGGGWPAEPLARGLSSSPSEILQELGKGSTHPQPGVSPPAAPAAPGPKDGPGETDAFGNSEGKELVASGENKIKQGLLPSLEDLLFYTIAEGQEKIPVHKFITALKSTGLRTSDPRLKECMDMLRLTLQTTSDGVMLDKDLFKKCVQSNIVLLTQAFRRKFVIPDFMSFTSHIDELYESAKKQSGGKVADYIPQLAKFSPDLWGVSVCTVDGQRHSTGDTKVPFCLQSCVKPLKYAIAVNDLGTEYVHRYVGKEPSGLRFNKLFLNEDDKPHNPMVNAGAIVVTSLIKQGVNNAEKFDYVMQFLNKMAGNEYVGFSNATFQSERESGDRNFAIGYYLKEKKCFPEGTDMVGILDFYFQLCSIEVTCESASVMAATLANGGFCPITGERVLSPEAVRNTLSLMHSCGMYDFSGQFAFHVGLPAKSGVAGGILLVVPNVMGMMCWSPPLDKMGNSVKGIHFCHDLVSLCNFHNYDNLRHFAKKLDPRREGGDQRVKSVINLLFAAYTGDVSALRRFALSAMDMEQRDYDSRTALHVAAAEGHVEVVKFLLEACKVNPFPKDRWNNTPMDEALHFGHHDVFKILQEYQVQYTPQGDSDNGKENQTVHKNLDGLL
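Compounds were pin-transferred onto hKGA, after which L-glutamine (1 mM solution) and a detection mix of glutamate oxidase, HRP and Amplex Red were added. Initial and 30 min RT fluorescence reads were collected.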
Pin1 inhibitor – human Pin1 inhibition; Q13526; Pin1 FP peptide displacement, HiFluor488, 10 min; Potency, µM (doses to about 115 µM), inactives show at the highest dose activity, negative = inhibition, usual class: inhibitors; hit rate 0.009% among 390,000; AID 504891; active = well fitted inhibition curve with a large enough effect in the polarisation, with a control signal flat, not every such curve was filed as active; inconclusive = small, poorly fitted or top-dose-only effect, or effect the other way, or a change in a side signal; inactive = no such curve, though single readings can be large or run the other way; the % refers to the polarisation; note: potency is the fitted concentration of half-maximal effect; % is set by controls: 0 for no effect and ±100 for the full control effect
TrxR1 substrate – is turned over as a substrate by rat TrxR1; purified TrxR1 substrate turnover, NADPH consumption readout; Potency, µM (doses to about 114 µM), for the others: at the top dose activity change, negative = substrate turnover; O89049; hit rate 0.01% among 390,000; note: potency is the fitted concentration of half-maximal effect; % is set by controls: 0 for no effect and ±100 for the full control effect; nearly all actives have a fitted effect of over 50% in size
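Rat TrxR1, dispensed at 90 nM, was prereduced with 400 uM NADPH (final) for 5 min at ~22 deg C, then incubated with compound 15 min before 400 uM selenite. A first-read NADPH fluorescence drop versus no-compound background flagged substrates.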
PI4K2A inh – blocks human PI4K2A kinase activity. Q9BTU6. purified PI4K2A, ADP-Glo luminescence, 1 h; stronger effect = lower value. activity change, negative = inhibition, % at 76.9 µM. hit rate 0.13% among 420,000; in the data active = activity change below about -50%; inconclusive = mostly about -30% to -49%;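 note: -100% = wells without enzyme as full effect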
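PI4K2A activity was measured by ADP-Glo luminescence: enzyme (4 ug/mL stock) and phosphatidylinositol (1.2 mM stock) in Tris pH 7.5/MgCl2/EGTA/Triton X-100 buffer were reacted with ATP (300 microM stock) for one hour at ambient temperature.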
USP1-UAF1 inh – USP1/UAF1 (human) deubiquitinase inhibition | O94782 | recombinant USP1/UAF1, Ub-Rhodamine cleavage fluorescence | Potency, µM (titrated, usually from 57.1 µM), for inactives: top-dose activity change, negative = inhibition, usual class: inhibitors | hit rate 0.23% among 390,000; note: potency is the fitted concentration of half-maximal effect; % is set by controls: 0 for no effect and ±100 for the full control effect; nearly all actives have a fitted effect of over 60% in size; inactives centre near -12
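USP1/UAF1 complex (1 nM) preincubated 15 min at room temperature with compound, then Ub-Rho substrate (150 nM final) added. Kinetic fluorescence at 480/540 nm over 6 reads at 60 s intervals; 50 mM HEPES pH 7.8, 0.5 mM EDTA, 0.1 mg/ml BSA, 1 mM TCEP, 0.01% Tween-20.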
rTrxR1 inhibitor – inhibitors of rat thioredoxin reductase 1. O89049. recombinant rTrxR1, NADPH fluorescence consumption, selenite substrate. Potency, µM (titrated, usually from 114 µM), without a hit: top-dose activity change, negative = inhibition, hits mostly inhibitors. hit rate 1% among 390,000; note: potency is the fitted concentration of half-maximal effect; % is set by controls: 0 for no effect and ±100 for the full control effect; nearly all actives have a fitted effect of over 65% in size
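Rat TrxR1 (90 nM in the dispensed reagent) was pre-reduced with 400 uM NADPH for 5 min at room temperature, then incubated with compound for 15 min. After 400 uM selenite was added, NADPH fluorescence (Ex 340/Em 450 nm) was followed for 8 min.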
Numbers without * were called inactive; i = inactive; ? = inconclusive; . = no result given; [ ] = another dose, or the depositor's remark. Unless noted, calls come from the whole dose curve; as a rule, active = well fitted curve in the direction sought with a large enough effect; inconclusive = small, poorly fitted or top-dose-only effect, or another doubt; inactive = no such curve, though single readings can be large; an effect the other way counts as inactive or inconclusive.

| No. | mol | IDH1 R132H inh | HP1b chromo inh | Tb PGK inh | GLS inhibitor | Pin1 inhibitor | TrxR1 substrate | PI4K2A inh | USP1-UAF1 inh | rTrxR1 inhibitor |
| --- | --- | --- | --- | --- | --- | --- | --- | --- | --- | --- |
| 1 | CCC(CC)c1nnc(NC(=O)CSCC(=O)Nc2cc(C)on2)s1 | 3% | 27% | -11% | -5% | 2% | 7% | -3 | -15% | 15% |
| 2 | O=C1CC(c2ccccc2)=C(c2ccccc2)C1 | 3% | 24% | 5% | -9% | -3% | 0% | 2 | -19% | 10% |
| 3 | CCCCCC(=O)N1C[C@H](n2cc(COC(=O)c3ccccc3)nn2)[C@@H](O)C[C@@H]1c1ccc(OC)cc1 | -11% | . | -3% | -1% | . | . | -4 | -22% | . |
| 4 | O=C(Nc1ccc2c(c1)OCO2)N1CCN(c2ccccc2Cl)CC1 | -3% | 2% | 4% | 17% | 3% | -3% | 4 | -14% | 7% |
| 5 | O=C(NC(=S)NC1CCS(=O)(=O)C1)c1cccs1 (centres undefined) | -3% | 32% | -4% | 0% | -1% | -15% | -9 | -18% | -23% |
| 6 | N#Cc1cccc2cccc(S(=O)(=O)N3CCOCC3)c12 | -4% | 26% | -8% | 4% | 1% | -6% | -3 | -25% | -9% |
| 7 | COc1cc([N+](=O)[O-])cc(/C=N/NC(=O)c2ccc(C)nc2)c1O | 10% | 16% | i | 1% | ? | ? | 3 | -23% | ? |
| 8 | O=C(N/N=C/C=C/c1ccccc1)c1cnccn1 | 10% | 54%[activator] | -7% | -4% | -6% | -14% | 7 | -18% | -4% |
| 9 | c1ccc(Cc2noc(CN3CCC(CN4CCOCC4)CC3)n2)cc1 | 11% | 16% | -7% | -4% | 4% | -1%[57.1 µM] | -1 | -14% | 53%[57.1 µM] |
| 10 | O=C(c1ccc(Cl)cc1)N1CCCCC1CCN1CCOCC1 (centres undefined) | -11% | 21% | 11% | 6% | 0% | -4% | -1 | -21% | 12% |
| 11 | CCOc1ccc(NC(=O)CC2C(=O)N(c3ccc(OC)cc3)C(=O)N2Cc2ccc(OC)cc2)cc1 (centres undefined) | -5% | 23% | -5% | -6% | -1% | 5%[57.1 µM] | 5 | -21% | 19%[57.1 µM] |
| 12 | CC(C)c1ccc(OCC(=O)N(c2ccccn2)C2CCCCC2)cc1 | 0% | 81%[activator] | i | -6% | 2% | -2% | -5 | -21% | 11% |
| 13 | CC(C)(C)c1nnc(NS(=O)(=O)c2ccc([N+](=O)[O-])cc2)s1 | -13% | -13% | -2% | -11% | 1% | 0% | -2 | -10% | 10% |
| 14 | Cc1nc(CN(C)C(=O)c2cc(COc3ccc4ncccc4c3)on2)cs1 | 4% | 34% | -7% | -2% | -6% | -1% | 14 | -21% | 4% |
| 15 | O=C(CSc1nnnn1-c1cccnc1)Nc1cccc(Cl)c1 | 0% | 22% | 4% | -4% | 1% | 2% | -1 | -25% | 24% |
| 16 | CCN1C(=O)/C(=C\N(C)C)c2ccccc21 | -2% | 9% | 10% | 15% | -1% | -10% | 8 | -10% | -14% |
| 17 | COCCCNC(=O)CN(c1ccc(OC)cc1)S(=O)(=O)c1ccc(NC(C)=O)cc1 | -1% | 22% | -6% | -4% | 1% | -7% | -1 | -1% | 13% |
| 18 | C[C@H](CO)N1C[C@H](C)[C@@H](CN(C)C(=O)Cc2ccccc2)OCCCC[C@H](C)Oc2ccc(NC(=O)NC3CCCCC3)cc2C1=O | 5% | . | -5% | 2% | . | . | -2 | -17% | . |
| 19 | Cc1ccc(/C=N/N2CCOCC2)s1 | 13% | 22% | -8% | 15% | -1% | 0% | -1 | -15% | 2% |
| 20 | Cn1c(N)c(C(=O)COC(=O)COc2ccccc2Cl)c(=O)n(C)c1=O | 1% | 15% | 1% | 7% | 3% | -12% | 2 | -2% | -9% |
| 21 | CCc1c(C#N)c(N)nc(SCC(=O)OCc2ccccc2)c1C#N | 0% | 32% | 6% | 15% | -3% | -11% | -1 | -4% | -15% |
| 22 | COc1ccc(Cc2nnc(NC(=O)c3ccc(OC)c(OC)c3)s2)cc1 | -9% | 25% | 0% | 9% | 2% | -3% | -2 | -13% | 11% |
| 23 | CCSc1nnc(NC(=O)C2CSC3(C)CCC(=O)N23)s1 (centres undefined) | 4% | 44%[activator] | 6% | 2% | 0% | 1% | 1 | -16% | 14% |
| 24 | COCCNC(=O)CNS(=O)(=O)c1ccc2nc(C)sc2c1 | 0% | 20% | 4% | 8% | 6% | 8%[57.1 µM] | -1 | 7% | 0%[57.1 µM] |
| 25 | COc1ccc(C2C3=C(CC(C)(C)CC3=O)Oc3ncn(Cc4ccccc4)c(=N)c32)cc1 (centres undefined) | 1% | 27% | 2% | -2% | 0% | 5%[57.1 µM] | -2 | -17% | 14%[57.1 µM] |
| 26 | COc1cc2ccccc2cc1C(=O)N1CCN(c2nc3c(F)cccc3s2)CC1 | -10% | 1% | i | -3% | -1% | -7%[57.1 µM] | 2 | 3% | -1%[57.1 µM] |
| 27 | Cn1c(=O)c2c(nc(Sc3ncnn3CC(=O)NC(C)(C)C)n2C)n(C)c1=O | -5% | 47%[activator] | 7% | 0% | 1% | -5% | 1 | -20% | 0% |
| 28 | O=C1CC(c2cccc(Br)c2)C2=C(COC2=O)N1 (centres undefined) | 8% | 48%[activator] | -5% | -1% | -8% | -11%[57.1 µM] | -2 | -17% | 44%[activator][57.1 µM] |
| 29 | CCOC(=O)c1cc(-c2ccc(Cl)cc2)nc2c1c(C)nn2CCC#N | 3% | 43%[activator] | 11% | 13% | 8% | 123%[activator] | 6 | -12% | 60%[activator] |
| 30 | Cn1nnnc1Sc1ncnc2scc(-c3ccc4c(c3)OCO4)c12 | . | 29% | -8% | 9% | ? | 12% | -4 | . | -1% |
| 31 | C=CCO/N=C/C1=C(O)C(C(=O)OC)C(C)(C)CC1=O (centres undefined) | 0% | -12% | 7% | 5% | -4% | 6%[57.1 µM] | 31 | -9% | 9%[57.1 µM] |
| 32 | CCCN(C(=O)CSc1ccccc1C(=O)O)C1CCS(=O)(=O)C1 (centres undefined) | 6% | 18% | -1% | -11% | -4% | 7% | -3 | -17% | 33% |
| 33 | O=C(O)c1c[nH]c2ccc(S(=O)(=O)N3CCN(c4ccc(F)cc4)CC3)cc2c1=O | 3% | 16% | -16% | 8% | -3% | 2% | 1 | 0% | 6% |
| 34 | CCCNc1c(NS(=O)(=O)c2ccc(OC)c(OC)c2)c(=O)oc2ccccc12 | 1% | 33% | -5% | 16% | -5% | -8% | 5 | -22% | -2% |
| 35 | CC(C)c1ccc(CN(Cc2ccco2)c2cnc(S(C)(=O)=O)nc2C(=O)Nc2ccc(F)cc2)cc1 | -3% | 17% | 3% | 1% | -4% | 7% | -2 | -16% | 29% |
| 36 | Cc1ccc(C(=O)Nc2cccc3[nH]c(C(F)(F)F)nc23)cc1 | 8% | 63%[activator] | -8% | -1% | -1% | 0% | -10 | -17% | -10% |
| 37 | CCOC(=O)c1cc(S(=O)(=O)NCc2cccc(Cl)c2)[nH]n1 | -2% | 12%[57 µM] | -12% | -5% | 5% | -5%[57.1 µM] | 3 | -23% | -1%[57.1 µM] |
| 38 | CC(CN1CCOCC1)OC(=O)c1ccccc1Cl (centres undefined) | 5% | 14% | -3% | 5% | 0% | 6%[57.1 µM] | 6 | -3% | 5%[57.1 µM] |
| 39 | CCC(C)NS(=O)(=O)c1ccc(N2CCCCS2(=O)=O)cc1 (centres undefined) | 0% | 52%[activator] | i | -6% | 0% | 0%[57.1 µM] | -3 | -7% | 12%[57.1 µM] |
| 40 | O=C(Cc1ccc(S(=O)(=O)N2CCOCC2)s1)NCCOc1ccccc1F | -5% | 3% | -2% | 5% | 9% | 3% | -2 | -18% | 13%[57.1 µM] |
| 41 | CC1(C)CC(=O)C=C(NCCCN2CCCC2=O)C1 | 18% | 18% | -1% | 6% | ? | -2% | -1 | -1% | 6% |
| 42 | O=C(Nc1ccc(N2CCOCC2)c(Cl)c1)c1ccccc1Cl | 14% | 51%[activator] | 1% | -3% | -1% | 3%[57.1 µM] | 1 | -8% | 25%[57.1 µM] |

2 records picked at random from those above, as already listed:
| No. | mol | IDH1 R132H inh | HP1b chromo inh | Tb PGK inh | GLS inhibitor | Pin1 inhibitor | TrxR1 substrate | PI4K2A inh | USP1-UAF1 inh | rTrxR1 inhibitor |
| --- | --- | --- | --- | --- | --- | --- | --- | --- | --- | --- |
| 36 | Cc1ccc(C(=O)Nc2cccc3[nH]c(C(F)(F)F)nc23)cc1 | 8% | 63%[activator] | -8% | -1% | -1% | 0% | -10 | -17% | -10% |
| 39 | CCC(C)NS(=O)(=O)c1ccc(N2CCCCS2(=O)=O)cc1 (centres undefined) | 0% | 52%[activator] | i | -6% | 0% | 0%[57.1 µM] | -3 | -7% | 12%[57.1 µM] |

Some of the compounds tested (hit frequency here may not be typical).
